Candida biofilm: clotrimazole potentiators killing Candida biofilms, primary screen, with clotrimazole, Alamar Blue | C. albicans biofilm + clotrimazole | inhibition, % at 6 µM | 0.14% of 85,000 active;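 active = inhibition above 20%; inactive = inhibition below 20%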;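 note: preformed 24 hr biofilms exposed to compound for 48 hr; 0% = biofilm without compound and 100% = blank killed by clotrimazole plus chlorhexidine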
PTPN22 act: LYP phosphatase activators, primary screen, biochemical, DiFMUP fluorescence, 2 µM | activation, % at 2 µM | 0.11% of 96,000 active | recombinant LYP; 0 = plate median, 100 = signal doubled | AID 697, 2007;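 active = activation at 2 µM above a set limit, the mean plus 5 SD, cut at about 37% in these data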
HIV Rev-RRE inh: HIV-1 Rev-RRE binding inhibitors, primary screen, biochemical, FRET, protein-RNA interaction | P05866 | Rev peptide-RRE RNA binding | inhibition, % at 8 µM | 0.79% of 97,000 active | AID 704, 2007;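 active = inhibition above the screen-wide mean plus 3 SD, cut at about 35% in these data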;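 note: 0% = median DMSO wells and 100% = median Neomycin B control wells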
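assay system = Cy5-tagged RRE RNA duplex with fluorescein-tagged Rev peptide | incubation = 5 + 15 min at 25 °C | also added = labelled Rev peptide | measure = % inhibition of FRET ratio versus controls | benchmarks = DMSO wells as 0% and neomycin B wells as 100% inhibition | measured by = FRET fluorescence readout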
EphB4 ephrin blk: EphB4-ephrin-B2 interaction antagonists, primary screen, biochemical, TNYL-RAW peptide probe, fluorescence polarization. Ephrin type-B receptor 4 (Homo sapiens), P54760. EphB4 LBD / TNYL-RAW-Alexa532 peptide. inhibition, % at 7 µM. 0.15% of 97,000 active;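 active = inhibition above the screen-wide mean inhibition plus 3 SD, cut at about 15% in these data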;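 note: 0% = DMSO wells and 100% = excess unlabeled TNYL-RAW peptide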
LYP inh 2: PTPN22 phosphatase inhibitors, primary screen, biochemical, DiFMUP fluorescence, 2 µM. Tyrosine-protein phosphatase non-receptor type 22 (Homo sapiens), Q9Y2R2. recombinant LYP catalytic domain. inhibition, % at 2 µM. 0.21% of 96,000 active. AID 640, 2007;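 active = inhibition at 2 µM at or above a set limit, the screen mean plus 3 SD, cut at about 24% in these data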;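 note: 0% = DMSO with enzyme and 100% = enzyme fully blocked by orthovanadate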
PLK1 kinase inh: human PLK1 kinase inhibitors, primary screen, biochemical, TR-FRET; Serine/threonine-protein kinase PLK1 (Homo sapiens), P53350; recombinant PLK1 kinase, TR-FRET peptide phosphorylation; inhibition, % at 10 µM; 0.53% of 97,000 active; AID 619, 2007;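 active = inhibition of 50% or more in the single-concentration screen; inactive = inhibition below 50%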;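 note: 0% = DMSO max control and 100% = H-89 dihydrochloride min control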
Target sequence (P53350 whole entry, looked up): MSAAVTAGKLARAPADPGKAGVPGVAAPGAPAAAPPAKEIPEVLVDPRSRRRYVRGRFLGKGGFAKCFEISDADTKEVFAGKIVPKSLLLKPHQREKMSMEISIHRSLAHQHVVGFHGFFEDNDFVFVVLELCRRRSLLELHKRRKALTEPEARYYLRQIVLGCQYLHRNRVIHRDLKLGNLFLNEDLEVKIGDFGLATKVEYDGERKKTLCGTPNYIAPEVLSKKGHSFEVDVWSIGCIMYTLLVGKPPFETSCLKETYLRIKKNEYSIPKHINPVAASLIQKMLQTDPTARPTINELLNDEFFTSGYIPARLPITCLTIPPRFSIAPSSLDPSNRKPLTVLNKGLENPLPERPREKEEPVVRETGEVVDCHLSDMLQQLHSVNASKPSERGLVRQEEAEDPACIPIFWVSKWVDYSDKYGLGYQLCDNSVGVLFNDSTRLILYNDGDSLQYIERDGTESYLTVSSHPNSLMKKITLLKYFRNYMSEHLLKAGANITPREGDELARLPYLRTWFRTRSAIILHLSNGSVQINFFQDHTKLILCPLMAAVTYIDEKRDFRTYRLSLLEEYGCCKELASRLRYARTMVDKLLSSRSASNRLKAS
CYP2C9 activ: human CYP2C9 activators, primary screen, biochemical, luminescence | recombinant CYP2C9, luciferin-H conversion; active compounds read high; factor 1 = untreated enzyme, 0 = blocked | activation factor at 5 µM | AID 1024, 2008 | 1.4% of 96,000 active;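 active = activation factor of 2 or more for CYP2C9 at a 5 µM dose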;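 note: 0 = sulfaphenazole-blocked wells and 1 = vehicle-only wells; values of inactives mirror those of a sister screen read the other way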
Target sequence (P11712 whole entry, looked up): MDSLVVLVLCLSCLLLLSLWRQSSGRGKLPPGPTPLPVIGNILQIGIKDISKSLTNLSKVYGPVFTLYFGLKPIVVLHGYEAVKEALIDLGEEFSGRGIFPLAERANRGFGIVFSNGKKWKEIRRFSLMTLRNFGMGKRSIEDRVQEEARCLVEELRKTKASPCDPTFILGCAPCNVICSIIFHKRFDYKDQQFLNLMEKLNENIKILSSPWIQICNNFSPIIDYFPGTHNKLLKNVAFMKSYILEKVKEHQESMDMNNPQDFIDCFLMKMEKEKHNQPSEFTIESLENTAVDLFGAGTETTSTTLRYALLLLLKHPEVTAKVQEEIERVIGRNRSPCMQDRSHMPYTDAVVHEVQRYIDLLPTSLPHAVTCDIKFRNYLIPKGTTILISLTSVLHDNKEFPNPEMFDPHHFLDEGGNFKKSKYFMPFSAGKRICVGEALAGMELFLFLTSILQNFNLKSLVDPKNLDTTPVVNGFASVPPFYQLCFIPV
PLK1 PBD inh: Plk1 polo box domain binding inhibitors, primary screen, biochemical, fluorescence polarization; AID 693, 2007; inhibition, %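 (tested at about 20 µM)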; Serine/threonine-protein kinase PLK1 (Homo sapiens), P53350; Plk1 PBD phosphopeptide binding; 0.13% of 97,000 active; in the data active = inhibition above about 34%, passing the limit was not always enough
CYP2C9 inhib: blockers of cytochrome P450 2C9 activity – biochemical, luminescence, ADME assay, primary screen. P11712. CYP2C9 Supersomes, luciferin-H conversion. inhibition, % at 5 µM. 20% of 96,000 active. AID 777, 2007;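 active = blocking of liver enzyme CYP2C9 beyond about 50% at 5 µM, limit read from the data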; note: values of inactives mirror those of a sister screen read the other way
* hit, by the source's call; x = not tested or not shown. Outcome played no part in choosing rows; 20% or so of the library scored in one or more.

SMILES	Candida biofilm	PTPN22 act	HIV Rev-RRE inh	EphB4 ephrin blk	LYP inh 2	PLK1 kinase inh	CYP2C9 activ	PLK1 PBD inh	CYP2C9 inhib
Oc1cc2ccccc2cc1-c1nnc2n1-c1ccccc1SC2	x	-3.2	2.9	0.2	1.8	-7.1	0.9	0.8	12.8
O=C(COC(=O)c1cccs1)c1ccc2ccccc2c1	7.8	-5.0	7.2	5.8	1.9	-13.4	x	20.3	x
CCc1ccc2c(c1)CCCN2C(=O)c1ccccc1C(=O)O	3.3	-6.3	13.6	-0.3	5.7	-4.3	0.7	17.9	32.7
c1ccc(-c2csc3ncnc(-n4cnc5ccccc54)c23)cc1	x	11.0	2.9	-3.1	-8.1	-4.9	0.8	-6.7	18.2
Fc1ccc(Cn2nnnc2C(c2ccc(Cl)cc2)N2CCSCC2)cc1 (stereo not drawn)	5.5	-1.3	5.9	5.2	4.2	-11.3	0.3	3.9	69.4*
CC12C(=O)N(c3cccc4cccnc34)C(=O)C1C1C=CC2C1 (stereo not drawn)	0.6	1.0	10.4	7.3	-4.0	-9.9	1.1	-16.9	-5.6
CCOc1cc(S(=O)(=O)NCCN2CCOCC2)c(C)cc1C	8.5	-5.7	5.9	-5.4	5.0	-1.4	2.1*	-14.0	-105.6
Cc1ccc(C)c(-n2nnnc2SCC(=O)Nc2c(C)n(C)n(-c3ccccc3)c2=O)c1	2.9	5.4	3.5	2.0	-6.4	0.3	1.6	-23.0	-62.7
O=C(CN1C(=O)CSc2ccccc21)N1CCc2ccccc21	6.6	1.9	1.0	-2.9	0.8	-11.2	0.6	-5.0	40.1
c1ccc(CCc2nn3c(C4COc5ccccc5O4)nnc3s2)cc1 (stereo not drawn)	9.1	-3.7	8.3	-0.9	1.3	20.5	0.6	11.2	42.7
Cc1noc(C)c1C(=O)Nc1ccccn1	-0.9	3.9	8.1	4.2	-8.6	-6.2	1	-10.3	3.8
O=C(CCN1CCN(c2ccc(F)cc2)CC1)Nc1ccccc1F	1.0	7.0	5.1	-0.7	-7.6	-5.4	0.4	-2.6	60.3*
CCn1c(SC(C)C(=O)OC)nnc1-c1c[nH]c2ccccc12 (stereo not drawn)	4.7	x	3.0	-4.4	x	64.5*	1.1	5.8	-7.3
Cc1cc(C)n2nc(SCC(=O)N/N=C/c3ccc(F)cc3)nc2n1	x	-1.7	3.5	1.6	4.2	1.2	1	-14.5	-2.6
CN(C)S(=O)(=O)Nc1ccccc1C(N)=O	-4.5	6.3	3.0	-2.7	-7.4	-14.5	1.5	15.0	-52.0
CCn1c(=O)n(CC(=O)NCc2ccccc2OC)c(=O)c2ccccc21	7.6	8.9	4.8	-2.8	-15.3	-6.7	1.4	-6.0	-44.5
O=C(Oc1cccc(Oc2ccccc2)c1)N1CCOCC1	6.6	1.5	3.3	1.7	2.6	-2.1	1	-15.3	-0.3
COc1cc(C(=O)NCc2cccc3ccccc23)cc(Cl)c1OC	x	-2.8	16.0	12.4	5.1	-16.0	1.3	21.4	-30.4
O=C(c1ccc(S(=O)(=O)N2CCCCC2)cc1)N1CCN=C1SCc1cccnc1	1.8	-2.7	5.9	-10.8	-0.6	-8.1	0.7	-16.1	30.9
CCOC(=O)c1nnc2ccnn2c1N	6.7	-10.5	8.7	10.9	9.0	-6.1	1.1	2.6	-5.5
CCC(=O)/C=C1/Sc2ccccc2N1CC	7.4	-1.3	3.3	3.4	1.2	-3.5	x	-7.4	x
O=C(NCCC1=CCCCC1)C1CCN(C(=O)Nc2ccccc2)CC1	5.7	-11.4	0.1	-3.8	14.1	-7.9	0.9	23.9	12.9
COCCCNc1nc2c(c(=O)[nH]c(=O)n2C)n1CCCc1ccccc1	-1.3	-1.0	1.8	-3.1	-0.5	0.9	0.6	-15.6	39.3
COc1cccc(C(=O)N(CN2CCCC2=O)c2ccccc2OC)c1	3.6	-2.1	4.2	3.7	-0.7	-0.8	0.9	12.4	6.3
O=C(O)CCC(=O)N1CCc2cc(S(=O)(=O)Nc3ccc4c(c3)OCCO4)ccc21	5.7	0.3	2.7	-10.3	-0.2	-3.9	0.8	16.1	24.1
Cc1cc(Br)ccc1NC(=O)CN1C(=O)CCC1=O	x	5.0	10.1	2.1	-6.7	-12.7	0.8	3.2	17.2
COc1ccc2c(CC(=O)Nc3c(C)n(C)n(-c4ccccc4)c3=O)coc2c1	x	-1.0	0.7	-0.9	-1.5	-11.6	1	26.7	3.2
Cc1c(/N=C/c2ccco2)n(Cc2ccccc2)c2ccccc12	x	-4.7	-1.1	-0.6	2.6	-9.7	0.8	-1.1	22.7
O=C(NC1CCCC1)C(c1ccco1)N(Cc1ccccc1)C(=O)c1csnn1 (stereo not drawn)	5.3	1.6	2.4	8.2	0.8	-8.4	0.7	23.7	29.5
CCc1ccccc1NC(=O)CN(C)S(=O)(=O)c1ccc2c(c1)c(=O)n(C)c(=O)n2C	12.7	-3.6	6.7	0.5	2.8	-19.1	1.2	-5.6	-17.2
CC(/C=C/C=C/c1ccccc1)=N/NC(=O)CNc1ccc(C)cc1	x	8.7	4.1	-10.4	-5.6	-5.3	1	7.7	2.7
CCC(=O)Nc1nc2ccccc2n1CCN(CC)CC	7.1	8.2	2.0	-3.2	-11.9	-12.7	1.1	-12.2	-5.5
COC(=O)c1ccc(OCC(O)CN(CC(C)C)CC(C)C)cc1 (stereo not drawn)	3.9	10.4	7.5	10.0	-11.1	-12.7	0.3	-26.1	70.9*
COC(=O)CCSc1cc([N+](=O)[O-])cc2c1c(C1OCCS1)nn2-c1ccccc1 (stereo not drawn)	7.5	-8.3	1.9	-4.6	10.2	-6.6	0.7	-1.0	34.3
O=C(Cn1c(NCCCO)nc2ccccc21)c1cccs1	-0.2	-7.8	3.9	0.1	5.2	-18.1	x	-10.0	x
CCN(CC)C(=O)CSc1nnc([C@H](CCSC)NC(=O)OC(C)(C)C)o1	-1.7	-10.7	2.4	1.3	8.8	-12.8	0.8	8.2	17.6
CCOC(=O)C1CCN(CC(O)COc2ccc(C(=O)CC)cc2)CC1 (stereo not drawn)	4.3	-5.5	-0.5	-6.5	9.0	4.8	0.9	-10.9	6.5
CCOc1ccccc1C1C(C(=O)OC)=CN(C)C=C1C(=O)OC	1.4	4.0	0.6	-0.7	-6.4	-1.6	0.6	23.2	39.1
CCCCOCCCNC(=O)COc1ccccc1	-1.9	-2.0	-2.5	0.5	6.0	-12.9	0.9	-22.5	5.8
O=S1(=O)NC(=NC2CCCCCC2)c2ccccc21	-6.8	-10.4	3.3	-0.3	7.2	-26.7	1	8.5	4.6
COc1ccc(-c2[nH]ncc2/C=C(/C#N)C(=O)NC2CCCCC2)cc1	x	3.6	7.8	5.4	-3.6	-6.1	0.5	7.6	45.2
Cc1cc(C)nc(SCc2nnc(SCC(=O)Nc3nccs3)n2C)n1	2.7	-1.1	5.0	3.1	-0.2	39.4	x	-11.1	x
CCOC(=O)Cn1cc(C(=O)C2CC2)c2ccccc21	3.8	14.5	2.6	-3.3	-18.1	1.9	0.8	6.2	17.9
CC1(C)Cc2c(sc3nc4n(c(=N)c23)CCC4)CO1	2.0	3.0	6.7	-1.7	0.7	-6.1	1	-16.8	-4.3
CCc1ccccc1NC(=O)CSc1ncn[nH]1	5.8	-0.2	7.3	2.2	2.5	-16.2	1	-5.5	1.6
CSc1ccc(-c2nc(CSCC(=O)N3CCOCC3)c(C)o2)cc1	2.8	-11.6	1.9	0.4	9.5	-4.8	0.9	-25.0	7.7
CCOc1ccc(Cc2nc(C)c(CC(=O)N3CCCCC3)c(=O)[nH]2)cc1	-0.4	-4.0	0.7	-1.0	1.9	-14.2	0.9	21.5	5.4
COc1cc(S(=O)(=O)N(Cc2ccccn2)Cc2ccco2)ccc1-n1cnnn1	5.1	0.2	3.2	0.9	-3.3	1.3	x	4.1	x
COc1ccc(S(=O)(=O)NCCc2csc(C)n2)cc1C	-2.9	-3.9	5.2	8.4	1.5	-4.7	1.2	-2.3	-24.4
Cc1cccc(-n2ncc3c(NCCCn4ccnc4)ncnc32)c1	12.5	3.7	1.5	-5.8	-5.5	9.0	0.1	4.3	91.4*
COc1ccc2[nH]c(=O)c(CN(Cc3ccc4c(c3)OCO4)C(C)=O)cc2c1	3.0	-4.8	4.9	-0.8	4.2	-9.1	1.2	-1.6	-19.0
Cc1ccc2oc(-c3ccccc3)nc2c1	4.0	-3.7	11.3	-1.3	5.9	-0.6	1.2	-3.4	-18.9
O=C(CSc1nc2ccccc2c(=O)n1Cc1ccco1)c1ccccc1	4.7	-17.2	6.2	-11.9	16.9	-3.3	0.3	21.0	72.2*
Cc1nc2sc3c(c2c(=O)n1/N=C/c1ccco1)CCCC3	-1.0	-0.8	5.8	1.2	-0.9	-9.3	1	-15.9	-4.0
COc1ccccc1C(=O)NC(C)c1ccccc1 (stereo not drawn)	-0.3	-3.3	6.6	0.1	4.8	-1.0	2.4*	-13.8	-140.1
CCc1nc2scc(-c3ccccc3)c2c(=O)n1N	7.4	-2.2	8.5	6.7	0.5	-3.4	1	11.6	3.6
CC(C)(C)NC(=O)c1cccc(NC(=O)CSc2ccccc2)c1	x	-1.9	-0.1	10.2	7.1	-9.0	0.7	27.9	34.8
O=C(O)CCCCCNCc1ccncc1	x	5.6	6.7	1.7	-8.0	-2.3	1	25.8	-4.0
C/C(=N\n1c(C)cc(C)c(C#N)c1=O)c1cccs1	x	10.8	3.3	1.1	-8.9	-1.9	1	-16.0	0.6
C=C(C)CSc1nnc([C@H](CCSC)NC(=O)OC(C)(C)C)o1	8.9	1.1	-0.7	0.9	-2.0	-8.8	1.1	-5.2	-8.6

The list continues:
SMILES	Candida biofilm	PTPN22 act	HIV Rev-RRE inh	EphB4 ephrin blk	LYP inh 2	PLK1 kinase inh	CYP2C9 activ	PLK1 PBD inh	CYP2C9 inhib
CCn1c(-c2ccc(N)cc2)nc2ccccc21	4.2	-10.0	4.2	0.0	7.9	-8.1	1.1	-22.3	-8.2
O/N=C(\c1ccc(Cl)cc1)c1cc2ccccc2o1	5.7	6.8	16.6	3.7	-5.6	-2.3	0.6	14.3	36.5
O=C(c1cc(Cl)nc2ccccc12)N1CCCCC1	x	12.6	4.8	2.4	-9.8	-5.5	1.2	-6.8	-21.9
COC(=O)CN1C(=O)C2(OCCCO2)c2ccccc21	x	-5.8	-4.6	-8.2	8.1	-10.8	1.1	-19.6	-11.8

Some of these compounds in order of SMILES length, low to high.
SMILES	Candida biofilm	PTPN22 act	HIV Rev-RRE inh	EphB4 ephrin blk	LYP inh 2	PLK1 kinase inh	CYP2C9 activ	PLK1 PBD inh	CYP2C9 inhib
O=C(c1cc(Cl)nc2ccccc12)N1CCCCC1	x	12.6	4.8	2.4	-9.8	-5.5	1.2	-6.8	-21.9
COC(=O)CN1C(=O)C2(OCCCO2)c2ccccc21	x	-5.8	-4.6	-8.2	8.1	-10.8	1.1	-19.6	-11.8
C/C(=N\n1c(C)cc(C)c(C#N)c1=O)c1cccs1	x	10.8	3.3	1.1	-8.9	-1.9	1	-16.0	0.6
C=C(C)CSc1nnc([C@H](CCSC)NC(=O)OC(C)(C)C)o1	8.9	1.1	-0.7	0.9	-2.0	-8.8	1.1	-5.2	-8.6
